Compound activity as filed in PubChem BioAssay.
EP2 modulator – modulators of human EP2 prostaglandin E2 receptor; P43116; EP2-expressing cells, cAMP HTRF FRET, PGE2 co-stimulation; induction, % at 25 µM; hit rate 0.83% among 260,000;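 active means compounds whose cAMP rise, as percent of the full-agonist control response, exceeds 60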;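 further: rat C6 glioma line stably carrying human EP2 under a CMV promoter; the protocol text gives 20 µM as final concentration; 100% = response of wells given 1 µM PGE2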
Target sequence (P43116 whole entry, looked up): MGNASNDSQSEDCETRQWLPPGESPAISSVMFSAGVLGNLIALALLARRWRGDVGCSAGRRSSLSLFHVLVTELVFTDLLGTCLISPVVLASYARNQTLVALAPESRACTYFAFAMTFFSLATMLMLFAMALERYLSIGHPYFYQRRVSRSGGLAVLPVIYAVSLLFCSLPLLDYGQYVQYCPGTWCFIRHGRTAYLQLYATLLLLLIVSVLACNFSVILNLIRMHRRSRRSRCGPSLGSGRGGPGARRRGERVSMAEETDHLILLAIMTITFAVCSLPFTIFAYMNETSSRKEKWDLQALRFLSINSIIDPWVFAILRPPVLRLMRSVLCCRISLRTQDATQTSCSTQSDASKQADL
NPY Y1 blocker – NPY-Y1 (human) receptor antagonism | P25929 | HEK293-CNG Y1 cells, membrane potential fluorescence; NPY at EC95, then isoproterenol | inhibition, % at 3.6 µM | hit rate 1% among 200,000 | AID 1040;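 active means inhibition above the campaign mean inhibition of all tested compounds plus 3 SD, cut at about 20% in these data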;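 further: 0% = DMSO wells given NPY plus isoproterenol and 100% = isoproterenol alone without NPY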
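Test system: HEK293 cells co-expressing NPY Y1 receptor and cyclic-nucleotide gated channel; Also added: NPY (25 nM), isoproterenol (1 µM), Ro 20-1724 (25 µM); Compound dosing: one concentration, 3.6 µM, in 0.4% DMSO; Timing: dye 3 h, compound 60 min room temperature, stimulation 45 min; Technique: Membrane-potential fluorescent dye readout.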
NPY2 pot ag – human NPY-Y2 potentiation or agonism, primary screen; P49146; cells expressing NPY-Y2, potentiator/agonist read-out; hit rate 0.45% among 220,000; activation, % at 3.6 µM; in the data active means activation above about 27%;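 further: cells stimulated with NPY near EC25 plus isoproterenol at EC100; 0% = vehicle plus submaximal agonist and 100% = vehicle plus saturating agonist; some results beyond the cut were filed as inactive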
Target sequence (P49146 whole entry, looked up): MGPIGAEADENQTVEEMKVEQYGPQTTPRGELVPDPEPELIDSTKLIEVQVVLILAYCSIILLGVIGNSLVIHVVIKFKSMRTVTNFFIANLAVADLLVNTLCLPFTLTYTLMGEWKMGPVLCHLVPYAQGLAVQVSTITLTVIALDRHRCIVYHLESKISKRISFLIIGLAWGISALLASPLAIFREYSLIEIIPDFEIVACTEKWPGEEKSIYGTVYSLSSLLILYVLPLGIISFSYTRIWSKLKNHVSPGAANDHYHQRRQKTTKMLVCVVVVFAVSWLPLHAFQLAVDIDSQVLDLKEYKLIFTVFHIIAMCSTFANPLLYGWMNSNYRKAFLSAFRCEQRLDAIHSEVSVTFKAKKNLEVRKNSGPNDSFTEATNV
TRPN1 ag – zebrafish TRPN1 (NompC) channel agonism. HEK293 zebrafish TRPN1-YFP, Fluo-8 calcium fluorescence; 100% = response to 87 µM carbachol. activation, % at 3 µM. hit rate 0.18% among 220,000. AID 1424;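 active means activation above its plate's cutoff, the mean activation of test wells on that plate plus 3 SD, cut at about 19% in these data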;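 further: 0% = DMSO alone and 100% = 87 µM carbachol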
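Material: zebrafish TRPN1-YFP in HEK293 cells. Doses: one dose of 3 µM, 0.3% DMSO. Incubation: dye 1 h 37 °C plus 30 min RT. Measured by: intracellular calcium fluorescence with Fluo-8.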
TRPML3 ag – activates the human TRPML3 channel | Q8TDD5 | HEK293 TRPML3-YFP, Fluo-8 calcium fluorescence; 100% = the carbachol control signal | activation, % at 3 µM | hit rate 0.29% among 220,000 | AID 1448;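 active means activation above its plate's cutoff, the mean activation of the plate's test wells plus 3 SD, cut at about 12% in these data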;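 further: 0% = DMSO only wells and 100% = carbachol wells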
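Test system: TRPML3-YFP stable HEK293 cells. Doses: single point at 3 µM. Incubation: dye loading 1 h 37 °C then 30 min ambient, 125 s read. Signal: Fluo-8 calcium dye fluorescence, ex 470-495, em 515-575 nm. Measure: percent activation from peak-to-basal fluorescence ratio, scaled between DMSO and carbachol.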
S1P4 ag – agonists of human S1P4 receptor; O95977; S1P4-expressing cell line, agonist reporter assay; activation, % at 4.98 µM; hit rate 0.35% among 220,000; in the data active means activation above about 11%;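 further: 0% = DMSO vehicle and 100% = reference agonist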
S1P4 antagonist – antagonists of human S1P4 receptor | AID 1510 | S1P4-expressing cells, antagonist mode, reporter read-out | O95977 | hit rate 0.26% among 220,000 | inhibition, % at 4.98 µM; in the data active means inhibition above about 29%;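 further: 0% = wells stimulated with agonist and 100% = vehicle wells without agonist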
CHOP inh – inhibitors of CHOP induction in ER stress response; hit rate 3.8% among 220,000; CHO-K1 CHOP-promoter luciferase, tunicamycin-induced, 15-18 h; AID 2732; inhibition, % at 10 µM;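 active means compounds that reduced the stress-induced luciferase reporter signal by more than about 70% of percent inhibition, limit read from the data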;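 further: 0% = tunicamycin plus vehicle and 100% = wells without tunicamycin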
NPY1 pot ag – human NPY-Y1 potentiation or agonism, primary screen; hit rate 0.37% among 220,000; activation, % at 3.6 µM; P25929; NPY-Y1 expressing cells, potentiator/agonist activation; in the data active means activation above about 33%, passing the limit was not always enough;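 further: cells stimulated with NPY at EC10 then isoproterenol at EC100; 0% = low agonist plus stimulus and 100% = saturating agonist plus stimulus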
* marks the source's active call; other numbers are inactive results; . = not tested or not shown; & = joins results of further samples.

compound,EP2 modulator,NPY Y1 blocker,NPY2 pot ag,TRPN1 ag,TRPML3 ag,S1P4 ag,S1P4 antagonist,CHOP inh,NPY1 pot ag
COCC(C)n1c(COc2ccccc2F)nnc1SCC(=O)c1c(N)n(C)c(=O)n(C)c1=O (stereo not given),-3,5,-3,0.5,0.9,1.8,-3,11,8
CCCCCCS(=O)Cc1ccccc1 (stereo not given),8,2,12,1.8,-0.1,-0.5,-4,0,-1
CCC(C)c1c(O)nc(SCC(=O)c2ccccc2)[nH]c1=O (stereo not given),11,3,4,-0.2,-0.6,1.0,-2,53,-24
CC1(C)Cc2c(c(=S)nc(-c3ccccc3)n2CCN2CCOCC2)CO1,0,9,0,1.3,1.3,1.0,8,-4,-1
Cc1cc(C)n(C(=O)CNC(=O)/C=C/c2ccccc2)n1,-24&12,5,-2,0.2,0.7,0.5,-20,4,-14
CCOc1ccc(Cl)cc1S(=O)(=O)n1nnc2ccccc21,18,12,-10,-1.6,9.0,0.3,-7,12,-29
Cc1ccc(CS(=O)(=O)CCC(=O)N2CCOCC2)cc1,35,-7,2,-0.8,0.4,1.1,-29,-31,-5
CCOC(=O)c1ccc(NC(=O)C(=O)NCc2ccco2)cc1,-5,0,-5,0.6,0.8,0.0,-10,0,22
c1ccc2c(Nc3ccc4c(c3)OCCO4)c3c(nc2c1)CCC3,-35,7,3,-0.2,0.9,0.0,-19,23,9
Nc1c(NCc2ccccc2F)c(=O)[nH]c(=O)n1Cc1ccccc1,-25,5,-10,1.8,0.7,0.7,-9,7,-9
O=C(CCC(=O)N/N=C/c1c[nH]c2ccccc12)NCc1ccccc1,-46,-3,13,1.2,0.6,1.4,-27,16,2
CCOC(=O)C1=C(C)N(CCO)C(=O)NC1c1cccc(O)c1 (stereo not given),3,3,2,0.7,0.9,0.4,-22,-14,4
Cc1nn(S(=O)(=O)c2cccc([N+](=O)[O-])c2)c(C)c1Br,-19,6,-5,-1.9,-0.1,3.6,-3,20,6
COc1ccc(-c2nnc(SCC(=O)Nc3ncc(C)s3)n2-c2ccccc2)cc1OC,-39,3,-7,0.2,-0.2,-1.0,2,.,-16
O=C(NC(=S)N1CCCCC1)C12CC3CC(CC(C3)C1)C2,22,0,10,0.0,0.3,1.5,-9,47,1
Cc1cc(C)cc(N(CC(=O)Nc2ccccc2C(=O)N2CCOCC2)S(C)(=O)=O)c1,21,2,-10,0.6,1.0,0.9,-33,32,10
C=CCn1c(SCC(=O)c2c(N)n(C)c(=O)n(C)c2=O)nnc1-c1ccccc1F,-23,4,3,2.2,1.7,-0.9,-17,2,-18
COCCN(CCOC)Cc1c(C)[nH]c2c(C)c(C)ccc2c1=O,22,-9,11,1.2,0.5,0.4,-2,22,-2
Cc1cc2nc3c(nc2cc1C)C1(C(=O)O)CCC3(C)C1(C)C (stereo not given),-2,4,6,1.3,0.1,1.8,-22,11,6
CN1/C(=C\C(=O)c2cncc(Br)c2)C(C)(C)c2ccccc21,-68,6,5,-1.3,0.2,1.8,-7,49,18
O=C(O)c1cc2nc(C3CC3)cc(C(F)(F)F)n2n1,7,-7,-6,2.8,0.9,-4.0,6,-15,3
O=C(NCc1ccc2c(c1)OCO2)c1cnc2n(c1=O)CCS2,1,3,-8,0.4,0.1,-0.3,-18,7,-10
Cc1cc(C(=O)COc2cccnc2[N+](=O)[O-])c(C)n1-c1ccccc1F,18,.,15,6.2,2.0,0.9,-8,27,15
COCCn1nnnc1C(c1cccs1)N1CCN(c2cc(C)ccc2C)CC1 (stereo not given),20,7,11,-2.3,0.6,-3.9,-7,43,-3
C=C(C)CNC(=S)NNC(=O)c1cc(C)oc1C,29,-2,0,0.1,0.9,2.4,-1,-12,-2
O=[N+]([O-])c1ccccc1O[C@@H]1O[C@H](CO)[C@H](O)[C@H](O)[C@H]1O,16,.,15,1.1,0.5,1.6,-6,-4,5
Cc1cc(/C=C(\C#N)C(=O)N2CCOCC2)c(C)n1C1CCCC1,-27,.,16,-0.8,0.1,-0.8,-5,15,-1
O=C(c1cn(-c2ccccc2)nc1-c1cccs1)N1CCN(c2ccccc2)CC1,24,8,-11,-0.3,0.5,-1.5,8,54,9
CCOC(=O)C1CCCN(CC(=O)Nc2cc(C)cc(C)c2)C1 (stereo not given),-11,-3,-8,-0.5,-0.1,1.1,17,2,-17
Cc1ccc(S(=O)(=O)C(C#N)c2nc3ccccc3nc2N2CCCC2)cc1 (stereo not given),37,-4,12,2.5,1.6,1.6,-12,13,8
CCc1ccc(/C=C/C(=O)c2c(C)cc(C)[nH]c2=O)cc1,2,5,-5,0.2,0.9,-1.5,17,16,-25
CCCn1c(CC)nc([N+](=O)[O-])c1S(=O)(=O)c1ccccc1,13,-3,4,1.5,1.1,-1.6,9,34,-4
COc1ccc2[nH]cc(CCNC(=O)C3CCCNC3=O)c2c1 (stereo not given),-1,0,7,-1.6,-1.0,-0.6,-27,11,-2
N#Cc1ccc(C2=NC(C(F)(F)F)(C(F)(F)F)c3c(n(Cc4ccco4)c(=O)[nH]c3=O)N2)cc1,21,-4,17,1.0,0.1,-1.3,12,-8,15
CC(Oc1ccc(-c2ccccc2)c(F)c1)c1ccn(S(=O)(=O)c2cccc3ccccc23)n1 (stereo not given),23,2,-16,1.2,0.2,-2.6,-4,7,8
COc1cccc(CC2(CO)CCCN(Cc3ccc(-c4ccco4)cc3)C2)c1 (stereo not given),-36,5,-9,0.1,0.2,3.2,-6,9,-3

Complete entries as entered above. Order of values: EP2 modulator | NPY Y1 blocker | NPY2 pot ag | TRPN1 ag | TRPML3 ag | S1P4 ag | S1P4 antagonist | CHOP inh | NPY1 pot ag
Results for `Cc1ccc(S(=O)(=O)C(C#N)c2nc3ccccc3nc2N2CCCC2)cc1` (stereo not given) = 37 | -4 | 12 | 2.5 | 1.6 | 1.6 | -12 | 13 | 8
Results for `O=[N+]([O-])c1ccccc1O[C@@H]1O[C@H](CO)[C@H](O)[C@H](O)[C@H]1O` = 16 | . | 15 | 1.1 | 0.5 | 1.6 | -6 | -4 | 5

(list continues)
compound,EP2 modulator,NPY Y1 blocker,NPY2 pot ag,TRPN1 ag,TRPML3 ag,S1P4 ag,S1P4 antagonist,CHOP inh,NPY1 pot ag
CCN1C(=O)c2cccc3c(S(=O)(=O)N(C(=O)c4cccnc4)c4ccc(OC)cc4)ccc1c23,-24,-6,-1,-0.6,0.3,2.2,-6,54,8
C#CCN1C(=O)C(O)(CC(=O)/C=C/C=C/c2ccccc2)c2ccccc21 (stereo not given),-31,10,4,0.7,-0.1,2.0,-14,0,17
CS(=O)(=O)N1CCC(C(=O)N2CCN(c3ccccc3F)CC2)CC1,5,2,3,2.1,1.5,-0.9,6,3,2
COc1ccc(NC(=S)NCC(O)c2ccccc2)c(OC)c1 (stereo not given),-13,3,21,-0.8,0.1,2.3,-17,-8,9
C[N+]1(CCC(=O)c2ccccc2)CCCCC1,-37,-4,-1,-0.4,0.6,-0.4,-3,97*,8
Cc1onc(-c2ccccc2)c1C(=O)NC(=S)NNC(=O)c1cc(-c2ccc(F)cc2)n[nH]1,19,.,-20,-1.9,-0.7,1.5,-11,20,-11
COc1cccc(OC)c1C(=O)NC(=S)Nc1ccc(S(=O)(=O)Nc2nccs2)cc1,6&17,5,-10,1.9,1.0,0.4,-7,-3,-2
COCC(=O)Oc1c(S(=O)(=O)c2ccc(C)cc2)c(C)nn1-c1ccccc1,38,-1,-4,-0.8,0.3,1.1,-5,5,-7
FC(F)(F)c1cc(-c2ccccc2)nc(NCc2cccnc2)n1,20,2,-20,-0.8,-1.5,-1.8,-5,85*,4
CCC(C)(C)C1CCc2c(sc(NC(=O)c3ccccc3C(=O)O)c2C#N)C1 (stereo not given),33,.,-4,0.2,0.0,-0.1,9,9,-6
CC(C)C1Cc2c(C#N)c(N)n(C)c(=S)c2CO1 (stereo not given),-3,-2,-5,0.6,0.2,-1.4,-6,15,-4
CCn1nnc(-c2ccccc2NS(=O)(=O)c2ccc(S(=O)(=O)N(C)C3CCCCC3)cc2)n1,19,-2,1,-0.4,9.9,1.0,6,0,16
CC(=O)Nc1cccc(OCc2ccc(F)cc2)c1,-41,0,7,-1.7,0.8,1.8,-14,1,7
CCOC(=O)C(C)Oc1cccc2c(=O)n(CC(=O)NCc3ccco3)ccc12 (stereo not given),10,7,-8,2.1,0.8,-3.9,-12,.,10
COCCOC(=O)c1c(C)oc2ccc(OCc3cc(C(=O)OC)oc3C)cc12,28,12,-33,-1.0,-0.4,-1.3,12,11,-55
COc1ccc(NC(=O)c2sc3nc(-c4cccnc4)ccc3c2N)cc1OC,-22,.,9,3.5,0.6,0.5,20,-17,-4
COC(=O)c1sc2ncccc2c1OCc1ccc(Cl)cc1Cl,44,-3,-5,0.3,0.2,-1.1,-11,50,-23
CN(CCc1ccccn1)C(=O)Nc1ccc(Cl)cc1,-4,8,-13,0.4,0.2,0.7,5,3,-26
N#C/C(=C/c1cn[nH]c1-c1ccc(Br)cc1)C(=O)O,-29,-1,6,1.1,0.5,-1.6,-10,7,7
COc1ccc(NC(=O)c2cccc(N3C(=O)NC4CC3(C)Oc3ccccc34)c2)cc1 (stereo not given),0,-8,9,-0.3,0.7,-1.1,-10,10,27
O=C1c2cc([N+](=O)[O-])cc3cc([N+](=O)[O-])cc(c23)C(=O)N1c1ccccn1,-41,-3,8,-2.2,-0.9,1.1,9,-34,-8
CC(=O)Nc1nonc1-c1nc2ccccc2n1Cc1nnc(C)o1,3,5,2,1.4,0.6,-1.8,-26,12,3
O=C(CNc1cccc2ccccc12)N/N=C/c1ccc(OC(=O)/C=C/c2ccco2)cc1,-14,0,-13,-0.4,0.1,-0.8,0,49,-29
CCOC(=O)Cn1nc(C(F)F)c(Br)c1C,47,-1,2,0.0,0.1,0.9,-1,14,0
Cc1cc(C)c(Cc2c(C)nc3c(C(=O)NCc4ccco4)cnn3c2C)c(C)c1,24,10,-7,-0.9,-0.6,0.8,-6,22,-29
COc1ccc(/C=C\c2onc(C)c2S(=O)(=O)N2CCC(C(=O)NCc3ccco3)CC2)cc1,-38,.,-15,4.1,0.3,0.1,-9,-12,-15
C=CCNC(=S)NNC(=O)C(CCCC)CC(C)O (stereo not given),10,0,-11,-0.4,0.8,1.5,-3,-8,-16
CCOc1cc(C(=O)CCC(=O)OCC(=O)N2c3ccccc3NC(=O)C2(C)C)ccc1O,-19,-4,-11,0.2,0.7,-3.3,-6,-46,-18
O=C(NC1C/C(=N/O)c2cc3c(cc21)OCO3)C(F)(F)F (stereo not given),34,4,9,0.4,0.5,0.9,1,-1,-8
COc1ccc(C2=NOC(C(=O)NCc3cccs3)C2)cc1 (stereo not given),-4,2,-2,-0.3,0.7,-0.4,0,15,-30
COc1cccc2c1N1C(=O)c3c(C(=O)O)cccc3C1CC2(C)C (stereo not given),-8,-3,3,1.2,0.5,3.5,-26,-16,-28
